Screens as filed in PubChem BioAssay.
Lipid storage S3 – qHTS Assay for Lipid Storage Modulators in Drosophila S3 Cells; Drosophila S3 cells, BODIPY lipid droplet fluorescence, 18-24 h; cells fed with added oleic acid; lipid storage change, negative = inhibition, % at the top dose, mostly 46.1 µM; hits show Potency in µM; AID 2685; actives 0.64% (n = 320,000); active = well fitted inhibition curve with a large enough effect in the signal ratio, with a control signal flat, not every such curve was filed as active; inconclusive = small, poorly fitted or top-dose-only effect, or effect the other way, or a change in a side signal; the % refers to the signal ratio
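Drosophila S3 cells got compounds at several concentrations plus oleic acid (400 uM solution). Laser-scanning cytometry with 488 nm excitation read lipid droplets at 500-530 nm and cells at 575-640 nm. Percent activity was relative to 20 uM Triacsin C.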
Lipid storage S3 cell count max – second read-out of Lipid storage S3, no call of its own (marks repeat the call); cell number change, %; measured here: cell count max response;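 cells counted by Cell Tracker Red CMTPX staining in the red channel; peak over a dose series mostly up to 46.1 µM; percent activity relative to internal control wells on each plate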
* hit, by the source's call; i = inactive; ? = inconclusive; . = no result given. % is set by controls: 0 for no effect and ±100 for the full control effect; potency is the fitted concentration of half-maximal effect. These rows are one share of the data. The share of hits here may be higher or lower than overall.

Second line of a record – Lipid storage S3	Lipid storage S3 cell count max
- CC1CCC(C#N)(N(C)C(=O)CSc2nnc(C3CC3)n2C2CC2)CC1 (stereo not given)
 : -15.9%	16.7
- NNC(=O)CSc1nc(-c2ccccc2)cn1-c1ccccc1
 : 8.3%	7.6
- Cc1cccn2c(NCc3ccc4c(c3)OCO4)c(-c3ccc(O)cc3)nc12
 : ?	.
- CCOc1ccccc1Nc1cc(C)nc2nnnn12
 : 27.6%	12.0
- CCCNC(=O)C1CCN(S(=O)(=O)c2ccc(-c3nn[nH]n3)cc2)CC1
 : -1.5%	-12.4
- C/C(Cn1cnc([N+](=O)[O-])n1)=N\NC(=O)c1cccnc1
 : ?	.
- CCC(C)(C)c1ccc(OCCCC[n+]2ccc(C)cc2)c(C(C)(C)CC)c1
 : ?	.
- CCC(=O)Nc1c(-c2ccc3ccccc3c2)nc2ccccn12
 : i	.
- O=[N+]([O-])c1ccc(CNCc2cc(Cl)ccc2O)cc1
 : ?	.
- CCCCCn1c(=O)c(C(=O)c2ccccc2)nc2ccccc21
 : -21.5%	-1.2
- CC(=O)c1cnn(-c2ccc(Cl)c(Cl)c2Cl)c1C
 : ?	.
- COc1ccccc1N(C(=O)CNC(=O)c1ccco1)C(C(=O)NC1CCCCC1)c1ccncc1 (stereo not given)
 : ?	.
- O=C1CCN=C(Nc2ccc(F)cc2)N1Cc1ccccc1
 : ?	.
- CCOC(=O)CC(NS(=O)(=O)c1ccc(OC)c(OC)c1)c1cccc([N+](=O)[O-])c1 (stereo not given)
 : 13.7%	11.5
- COC(=O)c1ccsc1NC(=O)CSc1nnnn1Cc1ccccc1
 : 2.8%	-4.9
- O=C(C1CCC(=O)N(C2CCCC2)C1)N1CCN(Cc2cccc(Cl)c2)CC1 (stereo not given)
 : -2.3%	5.6
- CCn1c(-c2ccsc2)nc2c1c(=O)[nH]c(=O)n2Cc1ccccc1
 : ?	.
- CC(=O)Nc1ccc(N2C(=O)CSC2c2ccc(F)cc2)cc1 (stereo not given)
 : ?	.
- COc1ccc(-c2nn3c(-c4ccccc4)nnc3s2)cc1OC
 : ?	.
- COc1cccc(NC(=O)CN(C)C(C)C(=O)Nc2ccc(S(=O)(=O)N3CCCC3)cc2)c1 (stereo not given)
 : ?	.

(continued)
Second line of a record – Lipid storage S3	Lipid storage S3 cell count max
- CC(=O)c1ccccc1OCCOc1ccccc1C(C)=O
 : ?	.
- CC(Sc1nnc(Cn2c(=O)sc3ccccc32)n1C)c1ccccc1 (stereo not given)
 : 10.9%	2.9
- CC(=O)N1CC(C)Sc2ccc(S(=O)(=O)N3CCCCC3)cc21 (stereo not given)
 : ?	.
- O=C(Nc1ccccc1C(=O)NCc1ccccc1)c1ccccc1Br
 : ?	.
- COc1ccc(F)c(CN2CCCC(CNS(=O)(=O)c3cccc4cccnc34)C2)c1 (stereo not given)
 : i	-15.1
- C=CCC(NC(C)c1ccccc1)c1ccco1 (stereo not given)
 : -13.7%	4.0
- CCc1ccc(S(=O)(=O)N2CCN(C(=O)c3cccnc3)CC2)cc1
 : 30.7%	-0.6
- Cc1ccc(C(C(=O)NC2CCCC2)N(C(=O)Cc2cccs2)c2ccc3c(c2)OCCO3)cc1 (stereo not given)
 : i	.
- CC1=C(C)CC(C(=O)NCCc2ccccc2)C(C(=O)O)C1 (stereo not given)
 : 6.51µM*	.
- O=C(Nc1ccccc1N1CCCC1)c1cc(=O)[nH]c2ccccc12
 : ?	.
- O=[N+]([O-])c1c(-c2cn[nH]c2)n[nH]c1-c1cn[nH]c1
 : -5.4%	-8.9
- Cc1ccc2nc(C(O)C(O)c3nc4ccc(C)cc4[nH]3)[nH]c2c1 (stereo not given)
 : ?	.
- CSc1ccc(/C=C/C(=O)OCC(=O)NC2CCS(=O)(=O)C2)cc1 (stereo not given)
 : ?	.
- Cn1c(CCNC(=O)C2CCCCC2)nc2cc(NC(=O)c3cccs3)ccc21
 : ?	.
- CSc1nn2c(C(F)(F)F)cc(C(F)(F)F)nc2c1C(=O)O
 : 4.0%	1.9
- CCn1c2ccccc2c2nc3cc(S(=O)(=O)N4CCOCC4)ccc3nc21
 : ?	.
- CCOC(=O)CN(C(=O)CSc1nnc(Cc2ccccc2)n1-c1ccc(C)cc1)c1ccccc1
 : 1.1%	-7.5
- O=C(Nc1cccc(-c2nc3ncccc3o2)c1)c1cc2ccccc2o1
 : ?	.
- O=C1c2ccccc2N2C(=O)c3ccccc3[C@H]2N1c1ccccc1
 : ?	.
- Cc1[nH]c2ccccc2c1C(=O)C(=O)Nc1ccc2c(c1)OCCO2
 : ?	.

Compound profiles, as listed above. Order of screens: Lipid storage S3, Lipid storage S3 cell count max
Shown for O=C(Nc1ccccc1C(=O)NCc1ccccc1)c1ccccc1Br = ?, .
Shown for CCc1ccc(S(=O)(=O)N2CCN(C(=O)c3cccnc3)CC2)cc1 = 30.7%, -0.6
Shown for O=C(Nc1ccccc1N1CCCC1)c1cc(=O)[nH]c2ccccc12 = ?, .

Continued:
Second line of a record – Lipid storage S3	Lipid storage S3 cell count max
- O=C(O)CC(NC(=O)C12CC3CC(CC(C3)C1)C2)c1cccc([N+](=O)[O-])c1 (stereo not given)
 : -0.1%	16.7
- CC(C)N1CCN(Cc2ccc(-c3ccccc3)cc2)CC1CCO (stereo not given)
 : -11.4%	-3.7
- COc1ccc(C2=NOC(C(=O)Nc3ccc4c(c3)OCO4)C2)cc1 (stereo not given)
 : -25.4%	14.2
- O=C(O)C1=C[C@H](c2ccc(C(F)(F)F)cc2)C[C@H](OCc2ccc(CO)cc2)O1
 : ?	.
- C/C(CC(=O)Nc1ccc(N(C)C)cc1)=N\NC(=O)c1ccc(Cl)cc1Cl
 : ?	.
- CCOc1ccc(NC(=O)CSc2nnc(C3CC3)n2C)cc1S(=O)(=O)N1CCCCC1
 : i	0.9
- S=C1NC2(CCCCC2)Cc2ccccc21
 : 1.7%	-5.8
- Cc1cc(C)n(CCN(C)C(=O)C2CCC(=O)N(CCc3cccc(F)c3)C2)n1 (stereo not given)
 : 11.0%	.
- CCCOC(=O)C1=C(C)NC2=C(C(=O)CCC2)C1c1cccc(OC)c1OC (stereo not given)
 : ?	.
- CCOC(=O)N1CCN(C(=O)/C(=C\c2ccc(SC)cc2)NC(=O)c2ccccc2)CC1
 : i	-31.2
- CCc1ccc(NC2=CC(=O)CC(c3ccco3)C2)cc1 (stereo not given)
 : ?	.
- Cc1ccnc(NS(=O)(=O)c2ccc(NS(=O)(=O)Cc3ccccc3)cc2)n1
 : ?	.
- COc1ccc(C(=O)c2cn[nH]c2-c2cc(Cl)ccc2O)cc1
 : ?	.
- COc1ccccc1N(C(=O)c1csnn1)C(C(=O)NC1CCCC1)c1ccccc1 (stereo not given)
 : ?	.
- Cc1ccc(-c2nnc(Nc3ccccc3)c3ccccc23)cc1S(=O)(=O)NCC1CCCO1 (stereo not given)
 : ?	.
- Cc1ccc(OCc2nnc(SCC(=O)Nc3cccc4ccccc34)n2-c2ccccc2)cc1
 : -12.0%	-3.6
- O=C(Nc1cccc(Cl)c1)Nc1ccccc1C(=O)NCc1ccco1
 : i	.
- CCC(C)(C)C1CCc2c(sc(N)c2C(N)=O)C1 (stereo not given)
 : ?	.
- COc1ccc(NC2CCCN(C(=O)C3=NN(C)C(=O)CC3)C2)cc1OC (stereo not given)
 : i	8.9
- O=[N+]([O-])c1ccccc1S(=O)(=O)N(CC(O)CN1CCCCC1)c1ccccc1 (stereo not given)
 : ?	.

Six compounds out of the list, ordered by molecular weight, highest first:
Second line of a record – Lipid storage S3	Lipid storage S3 cell count max
- CCn1c2ccccc2c2nc3cc(S(=O)(=O)N4CCOCC4)ccc3nc21
 : ?	.
- CCCNC(=O)C1CCN(S(=O)(=O)c2ccc(-c3nn[nH]n3)cc2)CC1
 : -1.5%	-12.4
- CC1CCC(C#N)(N(C)C(=O)CSc2nnc(C3CC3)n2C2CC2)CC1 (stereo not given)
 : -15.9%	16.7
- O=C(Nc1ccccc1N1CCCC1)c1cc(=O)[nH]c2ccccc12
 : ?	.
- NNC(=O)CSc1nc(-c2ccccc2)cn1-c1ccccc1
 : 8.3%	7.6
- O=[N+]([O-])c1ccc(CNCc2cc(Cl)ccc2O)cc1
 : ?	.

(next part)
Second line of a record – Lipid storage S3	Lipid storage S3 cell count max
- COc1cccc(NC(=O)c2ccc3c(c2)C(=O)N(CC2CCCO2)C3=O)c1 (stereo not given)
 : ?	.
- CC(NC(=O)Nc1cccc([N+](=O)[O-])c1)c1ccc2c(c1)OCO2 (stereo not given)
 : ?	.
- CSc1ccc(S(=O)(=O)NCc2ccccc2C)cc1
 : 6.2%	11.4
- CCOC(=O)c1ccccc1NC(=O)Cn1cnc2c(cnn2C(C)(C)C)c1=O
 : ?	.
- CC(Oc1ccccc1)C(=O)Nc1cccc(NC(=O)c2ccco2)c1 (stereo not given)
 : ?	.
- CC(C)Oc1ccc(C(=O)Nc2nnc(SCC(=O)N3CCOCC3)s2)cc1
 : -18.0%	-6.5
- C/C(CC(=O)Nc1ccc(N(C)C)cc1)=N\NC(=O)c1ccc(F)cc1
 : 4.8%	0.7
- Cc1ccc(CNC(=O)CCC(=O)N2CC(C)Sc3ccccc32)cc1 (stereo not given)
 : -20.7%	-8.9
- CC(N)C12CC3CC(C1)CC(C(C)N)(C3)C2 (stereo not given)
 : i	.
- CCOC(=O)N1CCC(NC(=O)c2ccc3c(c2)N=C(C)c2ccccc2S3)CC1
 : i	-7.7
- CC1=NN(c2ccccc2)C(=O)/C1=C\C=C1\N(C)c2ccccc2C1(C)C
 : ?	.
- O=C(C1CCC(=O)N(C2CC2)C1)N1CCN(c2ccccc2Cl)CC1 (stereo not given)
 : ?	.
- Cc1cc2oc(=O)cc(CN3CCN(S(=O)(=O)/C=C/c4ccccc4)CC3)c2cc1C
 : ?	.
- CS(=O)(=O)c1ccc2nc(NC(=O)c3cc4ccccc4o3)sc2c1
 : ?	.
- COc1ccccc1C(=O)NCC(=O)OCC(=O)Nc1nnc(-c2ccccc2)o1
 : 3.1%	-4.1
- Fc1ccc(OCCCCCN2CCCC2)cc1
 : -18.8%	-24.7
- CCOc1ccc2[nH]c(C)c(CN(C)C)c(=O)c2c1
 : ?	.
- NC(=O)C1(N2CCCCC2)CCN(C(=O)CSc2nc3ccccc3[nH]2)CC1
 : 5.8%	-13.5
- Cc1ccc(N2C(=O)C3ON(c4ccccc4)C(c4ccncc4)C3C2=O)c(C)c1 (stereo not given)
 : ?	.
- O=C(CC1C(=O)NCCN1C(=O)c1ccc([N+](=O)[O-])cc1)Nc1cccc(Cl)c1 (stereo not given)
 : ?	.

Later entries.
Second line of a record – Lipid storage S3	Lipid storage S3 cell count max
- O=C(NCC1CCCO1)c1ccc(CS(=O)(=O)c2ccc(Br)cc2)o1 (stereo not given)
 : ?	.
- CCC(=O)NC(=S)Nc1cccc(NC(=O)CC)c1
 : ?	.
- COc1ccc(/C=C2\CCCc3c2nc2ccccc2c3C(=O)O)cc1OC
 : -17.0%	-16.6
- COc1cc(OC)c2c(-c3ccccc3)cc(=O)oc2c1C(CCN1CCN(c2ccccc2)CC1)c1ccc(N(C)C)cc1 (stereo not given)
 : 1.5%	-12.5
- Cc1nn(-c2ccc(F)cc2)c(Cl)c1/C=N/NC(=O)c1cccs1
 : ?	.
- Cn1ccnc1SCC(=O)Nc1ccc(Oc2ccccc2)cc1
 : ?	.
- CCOc1ccc(NC(=O)Nc2ccc3c(c2)nnn3C)cc1
 : ?	.
- CCCCN(C(=O)c1ccc(N2CCCC2=O)cc1)c1c(N)n(CC(C)C)c(=O)[nH]c1=O
 : ?	.
- Cc1cccc(NC(=O)CSc2nnc(C)n2Cc2ccccc2)c1
 : ?	.
- O=C(O)c1ccccc1CSc1nc2ccccc2n1Cc1ccccc1C(=O)O
 : -4.0%	1.9
- Cn1nc(-c2ccc(C(=O)NCCO)cc2)c2ccccc2c1=O
 : 2.9%	-4.8
- CCOC(=O)c1c(C)[nH]c(C(C)=O)c1C
 : 8.5%	-18.8
- C=C(C)c1cccc(C(C)(C)NC(=O)N2CCCC2)c1
 : -10.7%	-10.1
- Cc1ccc(S(=O)(=O)N(CC(O)CN2CCCCC2)c2ccccc2)cc1 (stereo not given)
 : ?	.
- CCCCCCSc1ccc([C@@H]2[C@@H]3C(=O)N(C)C(=O)[C@@H]3[C@]3(C(=O)OC)CCCCN23)cc1OC
 : ?	.
- CCOC(=O)NC(=O)c1cn(Nc2ncc(C(F)(F)F)cc2Cl)c(=O)[nH]c1=O
 : -2.3%	-0.7
- O=C(OCCCCN1C(=O)c2ccccc2C1=O)c1ccc(S(=O)(=O)N2CCCC2)cc1
 : 5.4%	1.3
- CCOc1ccc(S(=O)(=O)N2CCC(C(=O)N3CCN(c4ccccc4)CC3)CC2)cc1
 : i	-5.4
- Cc1cccc(N/C=C/C(=C(C#N)C#N)N(C)C)c1
 : ?	.
- CNC(=O)c1ccc(NC(=O)C2CCN(S(=O)(=O)c3cccc(C(F)(F)F)c3)CC2)cc1
 : ?	.

(continued)
Second line of a record – Lipid storage S3	Lipid storage S3 cell count max
- CC(=O)Nc1cccc(C(=O)OCC(=O)c2ccc(S(=O)(=O)N3CCCCC3)cc2)c1
 : ?	.
- CCCCCCCCCCOC(=O)c1csc2nnsc12
 : 2.9%	6.2
- CC1(C)Cc2c(sc3c2C2=NCCN2C=N3)CO1
 : ?	.
- COC(c1ccccc1)c1nnc(CCC(=O)N2CCCCCCC2)o1 (stereo not given)
 : 11.6%	7.8
- O=C(Nc1cc(Br)ccc1O)C1CC(c2c(F)cccc2Cl)=NO1 (stereo not given)
 : -9.8%	-16.8
- CCOC(=O)C1CCN(Cc2oc(CO)cc(=O)c2O)CC1
 : ?	.
- O=C(Cc1ccc(NC2=NC3CS(=O)(=O)CC3S2)cc1)N1CCN(c2ccc(F)cc2)CC1 (stereo not given)
 : ?	.
